GPR151 activ – activators of human GPR151, primary screen, cell-based, PathHunter beta-arrestin, luminescence. G-protein coupled receptor 151 (Homo sapiens), Q8TDV0. PathHunter beta-arrestin GPR151 cells. activation, % at 11.2 µM. 1% of 650,000 active; in the data active = activation above about 4.9%;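 also: 0% = median of compound wells and 100% = cells with positive control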
Target sequence (Q8TDV0 whole entry, looked up): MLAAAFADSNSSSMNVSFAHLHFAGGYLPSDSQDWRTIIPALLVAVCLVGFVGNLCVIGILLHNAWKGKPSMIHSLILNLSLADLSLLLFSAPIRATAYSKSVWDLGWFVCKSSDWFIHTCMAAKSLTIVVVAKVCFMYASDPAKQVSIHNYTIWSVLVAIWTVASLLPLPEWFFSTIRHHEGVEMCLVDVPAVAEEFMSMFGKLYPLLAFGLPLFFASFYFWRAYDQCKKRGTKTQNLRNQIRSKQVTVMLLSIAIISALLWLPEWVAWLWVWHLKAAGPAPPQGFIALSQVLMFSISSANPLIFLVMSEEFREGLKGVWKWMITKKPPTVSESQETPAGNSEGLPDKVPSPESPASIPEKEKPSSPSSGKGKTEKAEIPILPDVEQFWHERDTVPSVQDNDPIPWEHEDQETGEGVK
MITF primary – MITF inhibitors, primary screen, biochemical, AlphaScreen, human; Microphthalmia-associated transcription factor (Homo sapiens), O75030; AlphaScreen MITF homodimerization, bead proximity signal; inhibition, % at 2.6 µM; 0.91% of 650,000 active; AID 1259374, 2018; in the data active = inhibition above about 50%;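 also: 0% = vehicle wells with protein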
Target sequence (O75030 whole entry, looked up): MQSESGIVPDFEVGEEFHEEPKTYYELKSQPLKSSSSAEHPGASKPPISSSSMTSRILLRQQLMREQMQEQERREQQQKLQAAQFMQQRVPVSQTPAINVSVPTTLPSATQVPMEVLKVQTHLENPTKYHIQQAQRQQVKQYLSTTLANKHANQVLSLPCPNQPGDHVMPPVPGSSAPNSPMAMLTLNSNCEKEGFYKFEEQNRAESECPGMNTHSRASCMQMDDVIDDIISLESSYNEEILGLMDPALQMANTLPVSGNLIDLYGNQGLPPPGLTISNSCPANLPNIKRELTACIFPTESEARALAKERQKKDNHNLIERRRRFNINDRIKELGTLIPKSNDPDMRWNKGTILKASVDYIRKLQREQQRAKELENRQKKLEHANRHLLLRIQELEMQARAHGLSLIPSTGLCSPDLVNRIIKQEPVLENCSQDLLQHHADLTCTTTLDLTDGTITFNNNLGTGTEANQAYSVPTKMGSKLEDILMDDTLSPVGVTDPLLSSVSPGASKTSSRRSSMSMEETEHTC
FBW7 activator – FBW7 E3 ligase activators, primary screen, biochemical, AlphaScreen, human; AlphaScreen FBW7–phospho-cyclin E peptide binding, activator screen; normalized activity (activation), % at 26.1 µM; 0.13% of 650,000 active; AID 1259310, 2017; in the data active = normalized activity above about 1.9%;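 also: purified mutant Fbw7 with reduced substrate affinity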
TEAD-YAP block – TEAD-YAP interaction inhibition, primary screen, TEAD-YAP interaction inhibitor project, luminescence, HEK-TIYL cells; TEAD-Gal4/YAP UAS-luciferase luminescence; inhibition, % at 9.12 µM; 1.4% of 640,000 active; in the data active = inhibition above about 32%;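 also: 0% = median of test compound wells and 100% = reference inhibitor wells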
Starred values were filed as active, the others as inactive; . = no result given. Not a hit list; about 3.4% have a hit in one of these screens.

mol	GPR151 activ	MITF primary	FBW7 activator	TEAD-YAP block
CCCCC(=O)N1CC(=O)Nc2ccc(Br)cc2C1c1ccccc1 (configuration not stated)	1.7	-1.9	0.0	-1.3
COc1ccc(CN2CCCC2)c(OC)c1	0.8	25.8	0.1	7.9
COc1ccc(C(=O)N(c2ccc(C)cc2)S(=O)(=O)c2ccc(Cl)cc2)cc1OC	-0.6	6.0	-0.1	-0.2
Cc1ccc(NC(=O)C2C3C=CC4(CNC(=O)C(c5ccc(C)cc5)N(Cc5ccc(Cl)cc5)C(=O)C24)O3)cc1 (configuration not stated)	-0.6	17.2	0.5	4.6
CCCCC(=O)N(c1ccc(OCC)cc1)C1C=CS(=O)(=O)C1 (configuration not stated)	0.1	-1.9	0.0	-12.4
COc1ccc(-c2ccc3c(N)c(C(=O)Nc4ccc(OC)cc4OC)sc3n2)cc1	-0.7	2.4	0.1	2.6
O=S(=O)(c1ccc(Oc2ccc(S(=O)(=O)N3CCCC3)cc2)cc1)N1CCCC1	1.7	8.9	-0.1	23.9
CC(=O)N(C)c1nc(-c2ccccc2C)ccc1C(=O)Nc1cc(C)nn1C	-0.7	3.4	0.0	-1.9
C=CCN1c2ccccc2[C@]23C[C@@H](C(=O)OC)N(C(=O)c4cccs4)C2=NC(C(=O)OC)=C(C(=O)OC)[C@H]13	-0.3	-11.6	0.1	.
C=CCOC(=O)C1=C(C)NC(SCC(=O)Nc2cc(Cl)ccc2C)=C(C#N)C1c1ccc(O)c(OC)c1 (configuration not stated)	0.9	-14.3	-0.1	-11.0
O=C(/C=C/c1ccco1)Nc1ccc(S(=O)(=O)N2CCCCCC2)cc1	-0.7	-5.8	-0.2	2.3
COc1ccc(C(=O)Nc2ccc(C#N)cc2)c(OC)c1	0.7	14.0	0.6	-57.5
O=C(CSc1nc2ccccc2s1)N1CCN(S(=O)(=O)c2ccccc2)C1	-0.2	7.3	0.1	-10.7
OC(COc1ccc(F)cc1)CN1CCN(CC(O)COc2ccc(F)cc2)CC1 (configuration not stated)	0.2	0.2	-0.1	2.0
Cc1cc(C(=O)OCC(N)=O)c(C)n1-c1ccccc1	0.0	12.7	0.0	-16.4
CC(C)(C)NC(=O)Nc1ccc2ccccc2c1	-0.2	12.3	-0.1	-84.4
COc1ccc(-c2nc3ccc(C(=O)NC4CC4)cc3s2)cc1	-0.2	6.5	0.3	-9.4
COc1ccc(Nc2ncc(C(=O)Nc3cccc(OC)c3)c3ccccc23)cc1	0.6	-3.2	-0.2	-6.9
O=C(NCCC1=CCCCC1)c1cccc(NS(=O)(=O)c2ccc(Br)cc2)c1	-0.1	6.9	0.2	2.0
C=CCn1c(COc2ccc(Cl)cc2)nnc1SC(C)C(N)=O (configuration not stated)	2.0	-0.7	-0.1	4.3
CC1=C(C(=O)OCc2ccccc2)C(c2cccs2)N2C(=O)CCSC2=N1 (configuration not stated)	0.7	-10.0	0.1	-4.6
CC(C)(C)C(=O)N1CCN(c2ccc([N+](=O)[O-])c(NCc3ccco3)c2)CC1	1.1	14.8	0.0	-5.6
CCCNc1ncnc(N)c1[N+](=O)[O-]	0.5	-3.2	0.9	27.4
COC(=O)c1ccc(N2NC(=O)/C(=C/c3cc(OC)c(O)c(OC)c3)C2=O)cc1	0.4	-0.7	-0.4	-10.8
Nc1c2c(nn1-c1ccccc1)CC(=O)NC2=O	-1.1	14.6	0.6	6.7
CCOC(=O)c1ccc(NC(=S)NNC(=O)C2(C)CC2(Cl)Cl)cc1 (configuration not stated)	1.7	12.6	0.1	-3.9
Cc1cccc(OCCOCCNC(C)C)c1C	0.4	46.9	0.2	-9.8
CC1CCN(C(=O)CSC2=Nc3ccccc3C3=NC(Cc4c[nH]c5ccccc45)C(=O)N23)CC1 (configuration not stated)	-1.7	7.6	0.1	3.5
O=C(CNC(=S)N(Cc1ccccc1F)C1CCCCC1)NC1CCCCC1	0.4	-1.0	0.0	4.8
COc1cc(NC(=O)c2csc(Nc3ccccc3)n2)cc(OC)c1OC	1.0	0.4	0.1	-18.4

Profiles from above.
`CC1=C(C(=O)OCc2ccccc2)C(c2cccs2)N2C(=O)CCSC2=N1` (configuration not stated) in the list: GPR151 activ = 0.7; MITF primary = -10.0; FBW7 activator = 0.1; TEAD-YAP block = -4.6
`CCCNc1ncnc(N)c1[N+](=O)[O-]` in the list: GPR151 activ = 0.5; MITF primary = -3.2; FBW7 activator = 0.9; TEAD-YAP block = 27.4

Next section:
mol	GPR151 activ	MITF primary	FBW7 activator	TEAD-YAP block
COC(CNS(=O)(=O)c1ccc(S(=O)(=O)N2CCCCCC2)cc1)OC	0.4	0.4	-0.1	7.8
Cc1ccc(Nc2nc(-c3ccccc3F)nc3ccccc23)cc1	-0.7	5.0	0.0	-8.9
COc1ccc(-c2cnc3ccc(NCCN(C)C)nn23)c(OC)c1	-1.1	-8.0	0.0	-2.6
CCCC(=O)NCc1nc2ccccc2n1Cc1ccc(C)cc1	0.2	9.0	1.2	-0.5
COc1cc(C2/C(=C(/O)c3ccc(Cl)cc3)C(=O)C(=O)N2CC(C)C)ccc1O (configuration not stated)	-0.5	-0.5	0.1	-0.9
O=C(OCCCN=C1NS(=O)(=O)c2ccccc21)c1cccc(Br)c1	1.1	1.4	0.1	-4.7
CC1=NN(c2cccc(F)c2)C(=O)/C1=C/c1cccs1	-0.9	1.0	-0.5	1.2
COC(=O)C1=C(C)NC(C)=C(C(=O)OC)C1c1ccc(Cl)cc1Cl	0.2	-7.4	-0.1	1.1
CN1CCN(c2ccccc2NC(=O)c2cccc([N+](=O)[O-])c2)CC1	-0.1	14.0	-0.1	11.9
CC1=C(C(=O)Nc2ccc(C)cc2)Sc2ccccc2N1	1.6	-12.9	-0.1	-67.9
CCOc1cc(/C=C2\SC(NC(C)=O)=NC2=O)c(Br)cc1OC(C)=O	0.5	-1.7	0.0	5.1
CCC1C(=O)NCCN1Cc1ccc2c(c1)CN(Cc1ccc(F)cc1)CCO2 (configuration not stated)	0.1	-22.0	0.0	7.0
CN1CCNC(=O)C1CC(=O)N1CCOc2ccc(Cl)cc2C1 (configuration not stated)	2.5	-1.3	0.0	0.5
C/C(=N\Nc1nc(C)cc(C)n1)c1ccc([N+](=O)[O-])cc1	2.6	1.1	-0.1	-13.3
O=C(CSc1nc2ccccc2n1S(=O)(=O)c1cccc([N+](=O)[O-])c1)NC1CCCCC1	0.2	-4.1	-0.2	2.7
Cc1cc(C)c2oc(-c3cccc(NC(=O)c4ccc(F)cc4)c3)nc2c1	-0.4	14.4	0.1	-0.1
Cc1cc(C(=O)Nc2nc3c(s2)CCc2ccccc2-3)nn1C	0.2	20.6	0.0	-13.5
Nc1c(C(=O)Nc2nc(-c3ccccc3)cs2)sc2nc(-c3ccccc3)cc(C(F)(F)F)c12	-1.0	11.1	0.8	1.0
Cc1cc(Br)cc(C)c1NC(=O)c1cnc2n(c1=O)CCS2	-1.7	-5.2	-0.2	-18.2
CSc1ccc(CCNC(=O)CCc2nnc3ccc(N4CCCCC4)nn23)cc1	1.9	4.9	0.3	9.6
COC(=O)C(NC(=O)c1ccccc1)c1ccccc1 (configuration not stated)	-1.0	4.0	0.0	6.0
O=c1cc(-c2cc3ccccc3oc2=O)c2ccc(O)c(CN3CCN(CCO)CC3)c2o1	-1.6	11.5	0.2	13.8
O=C(N1CCCCCC1)N1CCN(S(=O)(=O)c2cccc([N+](=O)[O-])c2)CC1	0.4	2.2	0.0	1.6
Cc1ccc(NC(=O)c2sc3ncnc(N4CCN(c5ccccn5)CC4)c3c2C)cc1F	0.0	12.0	0.4	2.1
Oc1ccc(-c2nc(-c3ccccc3)c(-c3cccs3)[nH]2)cc1O	1.2	16.6	0.1	8.2
COC(=O)c1sccc1NC(=S)N1CCC(C)CC1	-0.6	-6.1	0.8	5.4
COCCNC(=O)/C(C#N)=C/c1ccc(-c2ccccc2C(=O)O)o1	0.1	12.3	0.0	3.9
CC(C)[C@H](NS(=O)(=O)c1ccccc1)C(=O)N(C)CC(=O)Nc1ccc(F)cc1	0.0	-0.7	-0.1	1.9
CCCOc1ccc(/C(O)=C2/C(=O)C(=O)N(CCCN3CCOCC3)C2c2ccc(C)cc2)c(C)c1 (configuration not stated)	1.5	0.4	-0.2	-7.2
O=C(Cn1cc(/C=N/n2cnnc2)c2ccccc21)Nc1ccc(F)cc1	0.1	12.9	0.2	4.3
Cc1ccc(Nc2nc3ccc(C)cn3c(=O)c2/C=N/O)cc1	0.6	7.6	0.1	15.0
Cc1cc(C)n2nc(-c3ccc(Br)cc3)cc2n1	-0.3	5.7	0.0	-67.2
COc1cc(C=O)ccc1OCCOCCOc1ccccc1Cl	-0.5	-5.5	0.0	11.2
Cc1ccc(NS(=O)(=O)c2ccc3c(c2)CCN3C(=O)C2CCC2)cc1C	1.1	16.8	0.0	13.8
Cc1ccc(C)c(Nc2ncnc3nc[nH]c23)c1	0.1	-5.5	0.0	-3.6
CC(C)c1c(C#N)c(N)[nH]c(=S)c1C#N	1.0	-11.1	-0.3	-0.2
Cc1ccc(OCC(=O)NNC(=O)COc2ccc(Cl)cc2)c(Br)c1	-0.8	11.8	-0.1	-6.8
CCCOc1ccc(CCl)cc1[N+](=O)[O-]	-0.9	10.5	0.4	6.8
FC(F)(F)c1ccc(Nc2nc(NCc3cccnc3)c3ncn(C4CCCCC4)c3n2)cc1	0.3	5.2	0.0	-3.3
O=c1oc2ccccc2n1C(c1ccccc1)(c1ccccc1)c1ccccc1	-0.6	7.3	0.4	27.1
COc1cc2[nH]c(=O)c(C(=O)Nc3cccc(C)c3C)c(O)c2cc1OC	-0.1	-1.1	-0.1	-9.8
COc1ccc(-c2cc3nc(C)cc(N4CCN(c5ccccn5)CC4)n3n2)cc1OC	-1.5	21.8	0.3	6.9
CC1CCCN(c2nc(-c3ccccc3F)nc3ccccc23)C1 (configuration not stated)	0.1	-9.9	0.0	6.5
CN1C(=O)N(CC(=O)N2CCCCC2)c2cccnc2N1C	-0.2	8.7	0.5	-0.1
CCCCCn1c(N)c(-c2nc3ccccc3o2)c2c([N+](=O)[O-])nn(CC)c(=O)c21	-1.6	-1.6	-0.1	-0.4
COc1ccc(C(=O)Nc2ccc(N3CCN(C(=O)C(C)C)CC3)cc2)cc1OC	2.6	11.5	0.1	1.3
COc1ccc(-c2nc(CSc3nc4ccncc4[nH]3)c(C)o2)cc1OC	-0.6	8.2	0.0	-6.2
O=[N+]([O-])c1ccc(/C=N/Nc2ccc(S(=O)(=O)O)cc2)cc1	-0.4	-2.0	-0.1	-8.1
Cc1cnc(CN(C)C(=O)CCC2(Cc3ccc(-c4ccccc4)cc3)CCC(=O)N2)[nH]1 (configuration not stated)	0.8	7.8	0.0	10.0
Cc1cc(C)cc(OCCCn2c(-c3ccc(Cl)cc3)nc3ccccc3c2=O)c1	2.1	3.5	-0.1	-1.1
NCCNc1ccc2c3c(cccc13)C(=O)N(c1ccc(Cl)cc1)C2=O	3.3	-10.9	0.7	-7.3
COc1cc(OC)cc(-n2nc(C(=O)Nc3cc(Cl)c(OC)cc3OC)c3ccccc3c2=O)c1	3.2	12.8	0.6	3.9
CCOC(=O)c1[nH]c(C)c(C(=O)Nc2ccc(OC)cc2OC)c1C	1.5	5.6	0.0	44.3*
CCN(CC)C(=O)C1CCCN(c2ncnc3c2cnn3-c2ccccc2)C1 (configuration not stated)	-0.3	-13.6	0.0	34.1*
CC1=C(C(=O)OC(C)C)C(c2ccc(OCC(N)=O)cc2)NC(=O)N1 (configuration not stated)	-0.6	14.8	0.0	-2.2
O=S(=O)(NC1=NCCCCC1)c1ccc(F)cc1F	1.4	-5.6	0.0	0.0
Brc1cccc(C2=Nn3c(nnc3-c3cccnc3)SC2)c1	0.2	6.4	0.6	3.3
O=C1CSC(c2ccccc2)N1c1ccc(F)cc1F (configuration not stated)	-0.3	12.4	0.1	1.0
